CR mimetic SO = yeast age-related superoxide inhibition as caloric restriction mimetic | S. cerevisiae aged cells, superoxide DHE fluorescence; active compounds read low | superoxide response (% of plate mean), % at 10 µM | 0.18% of 330,000 active | AID 2690;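 active = superoxide response under a set limit, about three screen SD below normal, cut at about 65% in these data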;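 note: yeast aged for seven days with compound at 30 °C before DHE staining; 100% = average MFI of all compound-treated wells on the plate with controls excluded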
GLD-1 TGE inh = GLD-1-TGE RNA interaction inhibition (C. elegans); Q17339; purified GLD-1 + fluorescein TGE RNA, fluorescence polarization; inhibition, % at 5.96 µM; 0.44% of 320,000 active;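 active = percent inhibition above a per-plate cutoff, the plate mean of test compounds plus 3 SD, cut at about 30% in these data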;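 note: 0% = DMSO wells with GLD-1 and probe and 100% = wells lacking GLD-1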
MCL1-BIM inh = inhibitors of human MCL1 binding to BIM-BH3 peptide; AID 2057; GST-MCL1 / FITC-Bim-BH3 fluorescence polarization; 0.68% of 320,000 active; Q07820; inhibition, % at 10.9 µM;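 active = inhibition above the mean inhibition of all tested compounds plus 3 SD, set per campaign, cut at about 40% in these data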;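 note: 0% = DMSO wells and 100% = unlabeled Bim-BH3 peptide control; higher means more loss of mP so more displacement of Bim peptide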
CIT2 TOR yeast = yeast TOR pathway CIT2-GFP modulation. GFP response vs DMSO, % at 10 µM. S. cerevisiae CIT2-GFP strain, flow cytometry, 3 h; 100 means same as DMSO wells. 0.065% of 320,000 active;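 active = GFP response relative to DMSO above a set limit, near the screen mean plus 3 SD, cut at about 150% in these data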;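 note: ratio of well median GFP fluorescence to mean of DMSO wells on the plate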
VLA-4 inh = inhibition in a human VLA-4 binding assay. VLA-4 expressing cells, ligand binding flow cytometry. inhibition, % (about 7 µM as worked out from the volumes in the protocol). AID 2557. 0.2% of 330,000 active. P13612; in the data active = inhibition above about 50%
Target sequence (P13612 whole entry, looked up): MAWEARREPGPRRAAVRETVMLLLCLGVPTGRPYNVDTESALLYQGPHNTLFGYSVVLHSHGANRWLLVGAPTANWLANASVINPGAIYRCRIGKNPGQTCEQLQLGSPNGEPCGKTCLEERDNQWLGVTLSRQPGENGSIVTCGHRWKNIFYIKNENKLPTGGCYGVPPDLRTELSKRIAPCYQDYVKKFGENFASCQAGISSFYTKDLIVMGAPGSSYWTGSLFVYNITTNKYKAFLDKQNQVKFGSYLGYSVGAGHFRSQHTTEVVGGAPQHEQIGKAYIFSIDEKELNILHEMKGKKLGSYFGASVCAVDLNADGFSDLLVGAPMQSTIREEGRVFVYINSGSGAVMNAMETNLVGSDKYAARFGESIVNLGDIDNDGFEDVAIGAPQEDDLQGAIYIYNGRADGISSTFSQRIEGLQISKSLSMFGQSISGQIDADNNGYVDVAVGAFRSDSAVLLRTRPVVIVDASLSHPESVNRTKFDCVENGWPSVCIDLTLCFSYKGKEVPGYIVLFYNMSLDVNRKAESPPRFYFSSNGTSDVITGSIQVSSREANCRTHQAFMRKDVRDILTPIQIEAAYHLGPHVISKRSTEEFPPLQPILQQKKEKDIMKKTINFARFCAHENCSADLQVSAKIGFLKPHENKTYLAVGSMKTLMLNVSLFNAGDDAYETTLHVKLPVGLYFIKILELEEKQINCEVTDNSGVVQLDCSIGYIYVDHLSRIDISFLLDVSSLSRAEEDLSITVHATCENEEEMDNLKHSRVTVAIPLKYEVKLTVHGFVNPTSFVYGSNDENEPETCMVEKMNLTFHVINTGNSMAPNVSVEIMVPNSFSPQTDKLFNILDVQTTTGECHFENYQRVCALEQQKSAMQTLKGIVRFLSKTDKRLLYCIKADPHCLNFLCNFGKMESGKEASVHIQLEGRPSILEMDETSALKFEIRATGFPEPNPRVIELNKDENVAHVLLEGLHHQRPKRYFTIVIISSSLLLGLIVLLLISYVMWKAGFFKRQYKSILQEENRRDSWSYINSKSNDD
Bcl-xL primary = blocks human Bcl-xL binding to Bim BH3 peptide. GST-Bcl-xL / FITC-Bim BH3 peptide fluorescence polarization. AID 2129. Q07817. inhibition, % at 10.9 µM. 0.7% of 320,000 active;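 active = inhibition above the mean of all tested compounds plus 3 SD, cutoff set per campaign, cut at about 30% in these data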;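 note: 0% = DMSO wells and 100% = unlabeled Bim-BH3 peptide competitor; inhibitors lower millipolarization by displacing the labeled peptide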
GRK2 inh = blocks RNA aptamer binding to human GRK2 | P25098 | bead flow cytometry, FAM-aptamer displacement from GRK2 | inhibition of aptamer binding, % at 10 µM | 0.59% of 330,000 active | AID 488847;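 active = inhibition of aptamer binding above 40%, roughly 3 SD of noise, on plates passing a quality check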;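 note: median bead fluorescence of bound FAM aptamer so fluorescent compounds give negative values; no value below 0 was filed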
AGP1 TOR yeast = yeast TOR pathway AGP1-GFP modulation; S. cerevisiae AGP1-GFP multiplex flow cytometry, 3 h; GFP as percent of DMSO wells; 0.02% of 320,000 active; GFP response vs DMSO, % at 10 µM; AID 2066;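 active = GFP response relative to DMSO above a set limit, near screen average plus 3 SD, cut at about 150% in these data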;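 note: median GFP channel fluorescence of the gated AGP1 strain per well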
MEX-5 binding = C. elegans MEX-5 TCR-2 RNA binding activity; Q9XUB2; MEX-5/FITC-TCR2 RNA binding, fluorescence polarization; active compounds read low; activity score (negative = inhibition of binding), % at 10 µM; 0.38% of 300,000 active; AID 1832;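 active = inhibition past about -25% in most replicates, and total fluorescence under double the plate's negative control median, limit read from the data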;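 note: 0% = DMSO and -100% = 5 µM competing unlabeled TCR2 RNA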
The depositor's hits bear a star; . = not tested or not shown. The order is random. About 2.1% of those tested had a hit in this group.

compound	CR mimetic SO	GLD-1 TGE inh	MCL1-BIM inh	CIT2 TOR yeast	VLA-4 inh	Bcl-xL primary	GRK2 inh	AGP1 TOR yeast	MEX-5 binding
COc1ccccc1-c1cc(C(=O)N/N=C/c2ccoc2)c2ccccc2n1	109	3	-6	96	3	-3	1	99	0.6
CCn1c(SCC(=O)NNC(=O)c2ccc(C)cc2)nnc1C1CC1	104	8	0	96	3	2	2	97	-3.1
COc1ccc(S(=O)(=O)N2CCN(CC(=O)NCC3(N4CCOCC4)CCCCC3)CC2)cc1	94	7	-3	84	9	-1	0	93	.
Cc1ccc(C(=O)NCC(=O)N(C)CC(=O)Nc2c(Cl)cccc2Cl)s1	94	6	4	97	8	0	0	111	-0.2
O=C(COc1ccccc1)NCC(=O)Nc1ccncc1	87	8	-7	100	-5	-3	0	104	-1.7
O=C(NC1CCCCC1)N1CCN(C(c2ccccc2)c2ccccc2)CC1	96	1	6	97	5	10	3	98	2.2
Cc1ccc(C(=O)OCC(=O)Nc2cccc(S(=O)(=O)N3CCOCC3)c2)o1	81	-1	6	106	19	4	2	103	.
COc1cccc(-c2csc(NC(=O)Nc3ccccc3)n2)c1	97	9	3	100	2	2	3	102	3.3
O=c1[nH]oc2cc(Cl)ccc12	124	2	1	91	-5	1	1	91	-4.9
CS(=O)(=O)N1CCN(C(=O)CCC2CCCC2)CC1	91	-7	3	101	10	1	0	101	-0.7
CC(=O)Nc1ccc(C(=O)NNC(=O)c2ccc(Cl)cc2)cc1	100	5	6	92	11	1	2	12	0.2
Cc1ccccc1CC1S/C(=N/N=C/c2ccco2)NC1=O (centres undefined)	122	10	16	90	-6	5	3	97	1.3
CC1(C)C(=O)Nc2ccccc2N1C(=O)COc1ccccc1C#N	100	11	.	92	0	.	2	117	.
COc1ccc(C)cc1NC(=O)C(=O)NCc1ccncc1	82	0	7	106	-37	-2	2	113	0.8
Cc1cc2oc(C(=O)NCc3ccc4c(c3)OCO4)c(C)c2cc1C	98	5	-3	100	4	-1	0	94	1.2

The results go on:
compound	CR mimetic SO	GLD-1 TGE inh	MCL1-BIM inh	CIT2 TOR yeast	VLA-4 inh	Bcl-xL primary	GRK2 inh	AGP1 TOR yeast	MEX-5 binding
COc1ccc(Nc2nc(Cl)nc(NCc3ccco3)n2)c(OC)c1	109	-6	-3	97	1	-2	0	106	-2.4
CC(C)CC(=O)C1=C(O)C(=O)N(Cc2ccccc2)C1c1ccccc1 (centres undefined)	92	7	-5	104	7	-2	.	95	-1.3
Cc1cc(C)cc(NC(=S)N(Cc2ccc(Br)cc2)Cc2ccc(C(=O)O)cc2)c1	137	4	4	93	15	9	5	96	1.0
CCCN1CCN(CCCNC(=S)Nc2ccc(F)cc2)CC1	97	-1	1	95	18	4	4	101	-1.2
CCOC(=O)c1cc(C)n(CCc2ccccc2)c1C	102	-1	3	94	11	6	1	96	-0.2
COc1ccc(CCNC(=O)C(C)Sc2ccccc2)cc1OC (centres undefined)	96	-5	-1	100	9	2	1	97	-1.9
O=C(NCc1cc(F)cc(C(F)(F)F)c1)C1CCC(=O)N(C2CCCC2)C1 (centres undefined)	104	5	3	98	-115	4	2	101	2.6
O=C(NCC1CCCN(C(=O)NCc2ccccc2)C1)c1ccc2c(c1)OCO2 (centres undefined)	111	2	-3	90	2	2	0	90	-1.4
CCCCCN(C(=O)CCC(=O)OCc1ccc(C(C)C)cc1)c1c(N)n(CCCC)c(=O)[nH]c1=O	101	8	-9	99	4	-9	0	93	-2.1
Cc1ccc(-c2csc(N(CCO)CCCn3c(C(F)(F)F)nc4cc(C(F)(F)F)ccc43)n2)cc1	103	0	-3	71	5	1	0	83	2.3
Cc1sc2ncnc(OCC(=O)NC(C)C)c2c1C	91	0	1	98	0	5	0	94	-5.7
COc1ccc(CC(=O)N/N=C(\C)CC(=O)Nc2cccc(F)c2)cc1	103	-4	5	100	8	2	0	95	-0.1
C/C(CC(=O)Nc1ccc2c(c1)OCCO2)=N\NC(=O)c1ccccc1F	107	13	1	96	-6	1	1	100	-2.0
COc1ccc(C(=O)Oc2cc3c4c(c2)C(C)=CC(C)(C)N4C(=O)C3=O)cc1OC	107	-7	2	.	5	1	4	.	2.9
Cc1[nH]c2ccccc2c1C(=O)CSc1nccc(=O)[nH]1	96	-2	4	102	-5	8	2	101	-2.4

Other records:
compound	CR mimetic SO	GLD-1 TGE inh	MCL1-BIM inh	CIT2 TOR yeast	VLA-4 inh	Bcl-xL primary	GRK2 inh	AGP1 TOR yeast	MEX-5 binding
Cc1c(Cl)cccc1NC(=O)CNC(=O)c1ccco1	88	5	-3	104	-2	-1	0	101	-1.2
Cc1ccc(NC(=O)N(CCC#N)Cc2ccccc2)cc1	112	8	-17	95	-13	4	1	98	-3.7
COCC(=O)N1CCC(Oc2ccc(C(=O)NCCc3ncccc3C)cc2)CC1	92	8	0	112	-2	4	0	103	1.1
Fc1ccc(Cn2cc(C(=S)N3CCOCC3)c3ccccc32)cc1	88	6	8	91	3	6	5	100	-3.6
COc1ccc(-c2c(NC(=O)c3ccco3)oc3ccc(Cl)cc3c2=O)cc1	86	2	4	118	-8	6	3	115	-0.4
CN(C)C(=O)COC(=O)c1cccc(S(=O)(=O)Nc2ccc(OCc3ccccc3)cc2)c1	112	0	10	106	-4	3	0	109	-3.9
O=c1[nH]c(NCCCO)nc2c1C1(CCCC1)Cc1ccccc1-2	104	11	-1	102	3	2	0	99	-0.5
COc1ccc(CCC2(C)NC(=O)N(C(C)C(=O)Nc3ccccc3F)C2=O)cc1 (centres undefined)	109	2	7	90	11	4	0	96	.
Cc1cccc(N2C(=O)N3[C@H](c4ccc(F)cc4)[C@@H]4C(=O)N(C5CCCCC5)C(=O)[C@@H]4[C@]3(Cc3ccc(Cl)cc3)C2=O)c1	130	2	-25	89	2	-11	4	87	3.6
Fc1ccc(NC(=S)NCCc2ccccn2)cc1	96	3	8	98	7	3	2	102	-5.8
O=C(O)c1ccccc1NC(=O)c1cc(-c2ccccc2)nc2ccccc12	108	0	4	78	7	6	1	83	-1.4
O=C(NC1CCCC1)C(c1ccncc1)N(C(=O)c1csnn1)c1ccccc1F (centres undefined)	103	6	4	101	0	5	3	105	1.0
O=C(C1CCCCC1)N1CCN(S(=O)(=O)c2ccc(Cl)cc2)CC1	107	3	-5	109	13	-1	3	113	.
Cc1nn(C)cc1CNC(=O)C1CCC(=O)N(CC2CCCCC2)C1 (centres undefined)	107	6	-5	110	-15	4	38	101	0.6
O=C(NCCc1ccccc1Cl)C1CCC(=O)N(CCCc2ccccc2)C1 (centres undefined)	87	5	6	96	11	2	0	99	-0.3

Next structures.
compound	CR mimetic SO	GLD-1 TGE inh	MCL1-BIM inh	CIT2 TOR yeast	VLA-4 inh	Bcl-xL primary	GRK2 inh	AGP1 TOR yeast	MEX-5 binding
Cc1ccc(Cn2c(CCNc3nc(-c4ccc(Cl)c([N+](=O)[O-])c4)cs3)nc3cc(Cl)c(Cl)cc32)cc1	95	7	0	103	-11	3	0	108	0.1
C/C(=N\OC(=O)C1CC1)C1CC1c1ccc(F)cc1 (centres undefined)	98	4	4	88	5	6	0	91	2.7
CC(C)(C)c1csc(NC(=O)c2ccncc2)n1	105	-14	-9	88	-6	-7	0	99	0.8
O=C(CNC(=O)N1CC(=O)Nc2ccccc21)Nc1ccccc1F	86	-1	7	113	-1	9	0	110	-0.9
O=C(CCOc1ccccc1F)N1CCN(c2ccccc2O)CC1	100	-7	-2	99	-1	1	0	103	2.3
COc1ccc(CCn2c(=N)c(C(=O)NCCN3CCOCC3)cc3c(=O)n4ccccc4nc32)cc1OC	88	-1	0	102	8	12	1	98	1.1
Cn1c(=O)c([N+](=O)[O-])c(-n2cnc3ccccc32)c2ccccc21	104	0	11	121	2	6	1	117	0.0
O=C(Nc1cccnc1)c1ccc(Cl)c(S(=O)(=O)N2CCCCCC2)c1	107	4	2	95	12	3	2	98	-2.4
O=C(N/N=C/c1ccccc1Cl)c1ccncc1	106	0	0	97	9	-5	4	93	-2.8
Cc1ccc(CCC(=O)Nc2cc(Cl)ccc2Cl)o1	98	-3	1	102	9	0	0	95	2.1
Cc1cc(=O)[nH]c(N/N=C/c2ccco2)n1	109	8	0	107	4	1	0	102	-5.3
CC1(C)Cc2c(c(N3CCOCC3)nc3snc(N)c23)CO1	93	7	1	.	1	3	0	108	0.8
Cc1cc(C)nc(SCCn2c(N(C)Cc3ccccc3)nc3c2c(=O)n(C)c(=O)n3C)n1	98	2	0	97	-2	0	1	98	-0.4
Cc1nn(C(C)C(=O)NCCCN2CCCCCC2)c(=O)c2cc3sccc3n12 (centres undefined)	106	-3	-2	94	0	1	0	96	-2.5
CCC(=O)/C=C1/Sc2ccccc2N1CC	96	-5	10	80	23	4	1	101	-2.9

Continued.
compound	CR mimetic SO	GLD-1 TGE inh	MCL1-BIM inh	CIT2 TOR yeast	VLA-4 inh	Bcl-xL primary	GRK2 inh	AGP1 TOR yeast	MEX-5 binding
Cc1cccc(N(Cc2ccccc2)C(=O)CN2C(=O)NC3(CCCCC3C)C2=O)c1 (centres undefined)	105	1	-2	96	3	5	4	94	.
COc1ccc(-n2c(SC)nc(O)c(Cc3ccccc3)c2=O)cc1	87	4	5	99	5	3	0	108	3.3
C/C(=N/NC(=O)c1cc2ccccc2cc1O)c1ccco1	118	4	5	108	6	3	3	102	-2.4
Cc1ccccc1CN1CCCOCCS1(=O)=O	101	2	0	98	-2	2	4	105	2.8

Source: PubChem (several laboratories)
